MRP resist rev: MRP-mediated drug resistance reversal. H69AR cells + 2 uM doxorubicin, CellTiter-Glo, 72 h. differential viability (reversal), % at 10 µM. hit rate 0.04% among 85,000;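 active = viability drop by adding the cancer drug above about 55%, with treated viability meeting a 40% cutoff, limit read from the data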;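 note: viability without doxorubicin minus viability with 2 µM doxorubicin for each compound; larger differential means the compound sensitizes cells more to doxorubicin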
Bcl-B displacement: displacers of TR3 peptide from Bcl-B, primary screen, selectivity assay for Bfl-1 inhibitor project, biochemical, fluorescence polarization; displacement, % at 20 µM, or IC50 in µM where a hit was titrated; hit rate 0.11% among 96,000; AID 748; FP displacement of FITC-TR3 peptide from Bcl-B; higher % means a stronger effect;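 active = displacement above 50% at 20 µM plus a fluorescence interference ratio under 1.5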;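 note: plate controls were wells without compound for no effect and wells lacking Bcl-B protein for full effect; a part of the inactive calls stands beside numbers as strong as those of hits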
PLAP inhibition: PLAP enzyme inhibitors, biochemical, luminescence, HTS (AID 690) | purified PLAP, luminescent substrate; higher % means a stronger effect | inhibition, % at 20 µM; hits with a dose series show IC50 in µM | hit rate 0.08% among 96,000; in the data active = a potency from the dose series; inactive = the rest, 99 in 100 with inhibition below about 30%; note: strong numbers were not always called active
NFkB transloc inh: blocks IL-1B driven NFkB nuclear translocation in HUVEC cells | HUVEC IL-1B NFkB p65 nuclear translocation imaging | inhibition, % at 2 µM | hit rate 0.43% among 94,000;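 active = inhibition above about 30% together with a positive call from visual inspection of the well image, limit read from the data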;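 note: nuclear over cytoplasmic p65 intensity ratio measured by imaging; 0% = IL-1B stimulated DMSO wells and 100% = unstimulated DMSO wells; values of inactives mirror those of a sister screen read the other way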
NFkB transloc pot: enhances IL-1B driven NFkB nuclear translocation | hit rate 0.3% among 94,000 | activation, % at 2 µM | HUVEC IL-1B NFkB p65 nuclear translocation imaging | AID 819;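 active = activation above 40%, about the mean plus 3 SD, also judged a hit on visual image review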;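 note: percent activation is computed from the nuclear over cytoplasmic p65 intensity ratio; values of inactives mirror those of a sister screen read the other way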
MRP resist rev cytotoxicity: further read-out of MRP resist rev, marked with its call; viability, %; H69AR cells, CellTiter-Glo, 72 h; measured here: cytotoxicity without doxorubicin
MRP resist rev with doxorubicin: second read-out of MRP resist rev, no call of its own (marks repeat the call); viability, %; measured here: viability with 2 uM doxorubicin; active compounds read low
NFkB transloc inh cell count 2 µM: second read-out of NFkB transloc inh, no call of its own (marks repeat the call); cell count; measured here: cells passing quality filter;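 raw number of nuclei counted in each imaged well without normalization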
NFkB transloc pot cell count 2 µM: recorded beside NFkB transloc pot, whose call it bears; cell count; measured here: cells passing quality filter
* = called active by the depositor; nt = no result given. A portion of the library. The share of hits here may be higher or lower than overall.

SMILES	MRP resist rev	MRP resist rev cytotoxicity	MRP resist rev with doxorubicin	Bcl-B displacement	PLAP inhibition	NFkB transloc inh	NFkB transloc inh cell count 2 µM	NFkB transloc pot	NFkB transloc pot cell count 2 µM
CC(C)n1c(SCC(=O)Nc2ccccc2N2CCOCC2)nc2c1c(=O)n(C)c(=O)n2C	4	85	81	nt	nt	-8	161	8	161
CN(C)c1ccc(C(CC(=O)O)NC(=O)c2ccc(Cl)cc2)cc1 (configuration not stated)	5	102	97	2%	-11%	-24	189	24	189
CC(C)C(=O)Nc1c2c(nc3c1CCC3)CCCC2	-3	105	108	9%	-8%	-8	163	8	163
Cc1ccccc1-c1ccc(=O)n(CC(=O)Nc2ccc(C(=O)N3CCCC3)cc2)n1	-1	78	78	12%	-22%	14	166	-14	166
COc1ccccc1CNc1ccc(C(=O)O)cc1	10	107	97	-8%	3%	-8	180	8	180
Cc1cc(OCC(=O)O/N=C(\N)Cc2cccs2)ccc1Br	nt	nt	nt	1%	8%	-2	178	21	109
COC(=O)c1cccc(NC(=O)C23CC4CC(C2)CC(n2cncn2)(C4)C3)c1	2	81	79	nt	nt	-17	164	17	164
COc1ccccc1-c1nc2s/c(=C\c3cccs3)c(=O)n2n1	9	71	62	-6%	-23%	nt	nt	nt	nt
COc1ccc(N(CC(=O)N/N=C/c2ccc(-c3ccc([N+](=O)[O-])cc3)o2)S(=O)(=O)c2ccc(C)cc2)cc1Cl	nt	nt	nt	-30%	-4%	14	144	-14	144
Cc1ccc(-c2nn(-c3cc(Cl)ccc3[N+](=O)[O-])c(=O)c3ccccc23)cc1	nt	nt	nt	-3%	3%	2	195	-2	195
CCOC(=O)CSc1nnc(-c2ccncc2)o1	-2	96	97	nt	nt	-14	135	14	135
COc1cc(Cl)cc2c1Sc1ccccc1/C2=C/CCN(C)C	-13	3	15	nt	nt	6	123	-6	123
COCCN(CCOC)C(=O)c1cc2c(=O)n3ccccc3nc2s1	2	75	73	1%	-8%	8	206	-8	206
COc1cccc(CNS(=O)(=O)/C=C/c2ccc3c(c2)OCO3)c1	nt	nt	nt	0%	23%	nt	nt	nt	nt
CCN(CC)S(=O)(=O)c1ccc(S(=O)(=O)N2CCN(CCC#N)CC2)cc1	4	102	98	0%	-3%	nt	nt	nt	nt
CS(=O)(=O)N1CCCC(C(=O)NCCCN2CCN(Cc3ccccc3)CC2)C1 (configuration not stated)	7	96	90	14%	-12%	3	122	-3	122
O=C(O)c1ccc(N2CCCCCC2)c(N2C(=O)c3ccccc3C2=O)c1	16	107	91	2%	-13%	-7	152	7	152
C1COCCNCCOCCOCCN1	-15	97	112	2%	9%	19	155	-19	155
CC(C)NC(=O)c1ccccc1NC(=O)CN(c1ccc2c(c1)OCO2)S(C)(=O)=O	nt	nt	nt	-5%	13%	-3	152	3	152
CCCN1C(=O)NC2(O)C(=O)c3ccccc3C12O (configuration not stated)	-6	91	97	-20%	0%	-10	221	10	221
CCC12CN(C(=O)c3ccc(OC)cc3)CC(CC)(CN(C(=O)c3ccc(OC)cc3)C1)C2=O	-3	86	89	2%	-57%	5	110	-5	110
CSc1nc2nc3c(c(=O)n2[nH]1)CCCC3	10	103	93	0%	-4%	-2	158	2	158
CC1Cc2cc(/C(O)=C3/C(=O)C(=O)N(CCCN(C)C)C3c3ccncc3)ccc2O1 (configuration not stated)	4	89	84	7%	-29%	-1	71	1	71
O=C(OCC(F)(F)C(F)F)c1ccccc1C(=O)Oc1ccc(F)cc1F	-5	95	101	7%	22%	-2	64	2	64
CCC1(C)Cc2c(sc3c2c(=O)n(C)c2nnc(SCC(=O)c4ccccc4)n32)CO1 (configuration not stated)	-5	4	9	nt	nt	-9	144	9	144
CCOc1ccc(-c2nnn(CC(=O)NCc3ccc(OC)cc3)n2)cc1OCC	-3	76	79	-20%	20%	9	174	-9	174
CC1(C)CC(=O)c2cc(C(=O)Nn3cnnc3)c(=O)n(-c3ccccc3)c2C1	nt	nt	nt	-6%	-20%	1	126	-1	126
COc1ccc(-c2cc(C(F)(F)F)nc(N3CCOCC3)n2)cc1OC	-3	65	68	-6%	-12%	8	144	-8	144
Cc1ccc(NS(=O)(=O)c2ccc(NC(=O)c3ccc(-c4ccccc4)cc3)cc2)c(C)c1	nt	nt	nt	nt	nt	-10	197	10	197
CCC(CO)n1cnnc1-c1ccncc1 (configuration not stated)	7	99	92	-1%	9%	8	115	-8	115
CCOC(=O)CSc1[nH]c(=O)cc(C)c1C#N	7	97	90	0%	9%	-22	63	22	63
O=C(CSc1nnnn1-c1ccc(Cl)cc1)NC(=O)Nc1ccc2c(c1)OCCO2	-5	55	60	nt	nt	-26	136	26	136
CCOC(=O)C1CCCN(C(=O)CCC(=O)Nc2ccc3nc(N4CCOCC4)cc(C)c3c2)C1 (configuration not stated)	10	87	77	-5%	-58%	6	153	-6	153
CCCCc1ccc(NC(=O)C2CCCO2)cc1 (configuration not stated)	18	107	89	-1%	-35%	1	183	-1	183
CCc1ccc(OCC(O)CNC(C)(C)C)cc1 (configuration not stated)	-2	84	86	5%	7%	9	164	-9	164
CCC(C)NC(=O)CSC1=Nc2ccccc2C2=NC(CCC(=O)NCc3ccco3)C(=O)N12 (configuration not stated)	-2	91	93	0%	6%	7	191	-7	191
CNc1cc(C)nc(-n2nc(C)cc2C)n1	-9	75	84	9%	4%	-16	119	16	119
COCCCn1c(SCC(=O)Nc2nc3ccccc3s2)nnc1-c1ccoc1C	3	83	80	nt	nt	-10	147	10	147
CSc1nc2ccc(NC(=O)C3CC(=O)N(Cc4ccco4)C3)cc2s1 (configuration not stated)	-10	73	83	-12%	-27%	nt	nt	nt	nt
Cc1ccc(C(c2sc3nc(C)nn3c2O)N2CCN(C(=O)c3ccco3)CC2)cc1 (configuration not stated)	-10	91	101	nt	nt	-6	103	6	103
CCCCn1nnnc1SCC(=O)c1ccc(C)c(C)c1	10	90	80	-6%	-17%	-1	159	1	159
O=C(c1ccc([N+](=O)[O-])cc1)N(Cc1ccc(Br)cc1)N1C(=O)CCCC1=O	15	100	85	20%	-6%	9	157	-9	157
CCOC(=O)c1cccnc1SCc1cc(=O)n2ccccc2n1	0	84	84	-10%	10%	17	107	-17	107
COCCN1Cc2cccc(C(=O)NCc3ccccn3)c2C1=O	13	99	85	3%	-15%	1	156	-1	156
Fc1cccc(CSc2nc3ncccc3[nH]2)c1	20	94	74	10%	-71%	-2	186	1	186
CCOc1ccccc1NC(=O)CSc1ncnc2c1oc1ccccc12	12	84	72	-10%	2%	1	90	-1	90
COc1cccc(C(=O)N/N=C/c2cn[nH]c2-c2ccc(OC)cc2OC)c1	nt	nt	nt	-2%	-119%	8	163	-8	163
O=C(C1CCN(C2CC(=O)N(c3cccc(Cl)c3)C2=O)CC1)N1CCCCCC1 (configuration not stated)	-4	110	114	-2%	-37%	3	75	-3	75
O=C(COc1ccc(Cl)cc1Cl)N/N=C/CCc1ccccc1	nt	nt	nt	0%	19%	-5	118	5	118
C=CCn1c(NC(=O)c2ccco2)c(S(=O)(=O)c2ccccc2)c2nc3ccccc3nc21	13	104	92	16%	-58%	nt	nt	nt	nt
CC(C)NC(=S)Nc1ccc(Oc2ccccc2)cc1	nt	nt	nt	-10%	4%	-3	140	3	140
CCc1ccc(CNC(=O)CN2C(=O)COc3ccccc32)cc1	6	101	95	-4%	2%	nt	nt	nt	nt
Nc1nc(CSc2n[nH]c(-c3ccccc3)n2)nc(Nc2ccccc2)n1	3	64	61	-6%	-8%	nt	nt	nt	nt
CCCCCn1c(N)c(-c2nc3ccccc3s2)c2c([N+](=O)[O-])nn(C)c(=O)c21	-7	15	22	14%	2%	-11	170	11	170
NC1CCCCC1N=Cc1c(O)n(CCc2ccc(F)cc2)c(=O)[nH]c1=O (configuration not stated)	-18	86	104	-3%	-82%	-1	170	1	170
CCOC1CS(=O)(=O)CC1OCC (configuration not stated)	nt	nt	nt	-9%	0%	-13	135	13	135
CCc1cccc(Oc2nn[nH]n2)c1	nt	nt	nt	-8%	8%	-19	138	19	138
CC(=O)NCc1cccc(CNC(C)=O)n1	-5	103	108	-6%	3%	0	155	0	155
CCn1c(C2CC(=O)N(Cc3ccccc3)C2)nc2ccccc21 (configuration not stated)	5	85	80	1%	-1%	2	136	-2	136
CCC(Sc1ncnc2sc(C)c(C)c12)C(=O)OC (configuration not stated)	1	85	84	-32%	-58%	-17	88	17	88

Five structures from above, sorted by length of the SMILES, high to low:
SMILES	MRP resist rev	MRP resist rev cytotoxicity	MRP resist rev with doxorubicin	Bcl-B displacement	PLAP inhibition	NFkB transloc inh	NFkB transloc inh cell count 2 µM	NFkB transloc pot	NFkB transloc pot cell count 2 µM
CC(C)NC(=O)c1ccccc1NC(=O)CN(c1ccc2c(c1)OCO2)S(C)(=O)=O	nt	nt	nt	-5%	13%	-3	152	3	152
Nc1nc(CSc2n[nH]c(-c3ccccc3)n2)nc(Nc2ccccc2)n1	3	64	61	-6%	-8%	nt	nt	nt	nt
CCCN1C(=O)NC2(O)C(=O)c3ccccc3C12O (configuration not stated)	-6	91	97	-20%	0%	-10	221	10	221
CC(C)C(=O)Nc1c2c(nc3c1CCC3)CCCC2	-3	105	108	9%	-8%	-8	163	8	163
CNc1cc(C)nc(-n2nc(C)cc2C)n1	-9	75	84	9%	4%	-16	119	16	119

Remaining list, next part:
SMILES	MRP resist rev	MRP resist rev cytotoxicity	MRP resist rev with doxorubicin	Bcl-B displacement	PLAP inhibition	NFkB transloc inh	NFkB transloc inh cell count 2 µM	NFkB transloc pot	NFkB transloc pot cell count 2 µM
Clc1ccc2[nH]cc(-c3nnnn3-c3ccccc3)c2c1	nt	nt	nt	22%	-9%	nt	nt	nt	nt
CCC(c1nnnn1C(C)(C)C)N(Cc1ccco1)Cc1cc2cccc(C)c2[nH]c1=O (configuration not stated)	14	103	89	0%	-48%	1	188	-1	188
Cc1c(NC(=O)OCc2ccccc2)c(=O)n(-c2ccccc2)n1C	1	90	89	-7%	3%	-10	51	10	51
COCc1cc(C2C(C(=O)c3ccco3)=C(O)C(=O)N2CCOCCO)ccc1O (configuration not stated)	5	105	100	3%	-2%	-15	135	15	135
CCOc1ccc(NC2c3ccccc3C(=O)N2Cc2ccco2)cc1 (configuration not stated)	-3	82	85	-2%	-21%	3	43	-3	43
O=C(c1ccc(Cl)cc1)C1CCN(C(=O)C2CC2)CC1	17	102	85	5%	-23%	-6	143	6	143
Cc1ccc(/C=N/N2CCN(c3ccc(Cl)cc3)CC2)o1	nt	nt	nt	-5%	14%	1	151	-1	151
CCOC(=O)c1sc(NC(=O)CSc2nnc(C(C)C)n2C)nc1C	8	85	78	nt	nt	-6	108	6	108
CN1CC(=O)N(CC(=O)NCCc2ccc(F)cc2)c2ccccc2C1=O	6	93	87	-9%	-4%	-2	188	1	188
Cn1c(N)c(C(=O)Nc2ccc3ccccc3c2)sc1=S	nt	nt	nt	-73%	3%	0	198	0	198
CSCCC(NC(=O)OC(C)(C)C)C(=O)NC(CC(C)C)C(N)=O (configuration not stated)	8	103	95	-3%	10%	4	155	-4	155
COc1nonc1NC(=O)CSc1nc2ccccc2[nH]1	-3	94	96	16%	-21%	12	115	-12	115
Nc1c(N)c2ccccc2oc1=O	-13	87	99	2%	-8%	-1	105	1	105
CCN(CC)CCCNC(=O)c1cc(-c2cccc(Cl)c2)on1	1	94	92	14%	2%	-4	112	4	112
CCn1c(SCC(=O)Nc2sc3c(c2C(N)=O)CCC(C)C3)nnc1-c1ccco1 (configuration not stated)	-2	87	90	-13%	-6%	-1	155	1	155
Cc1ccc(N(CC(=O)Nc2ccc3c(c2)OCCO3)S(=O)(=O)c2c(C)n[nH]c2C)cc1	16	85	68	-6%	-78%	-12	190	12	190

Whole records, quoted from the list. Values in the order: MRP resist rev	MRP resist rev cytotoxicity	MRP resist rev with doxorubicin	Bcl-B displacement	PLAP inhibition	NFkB transloc inh	NFkB transloc inh cell count 2 µM	NFkB transloc pot	NFkB transloc pot cell count 2 µM
Cc1ccccc1-c1ccc(=O)n(CC(=O)Nc2ccc(C(=O)N3CCCC3)cc2)n1 reads -1	78	78	12%	-22%	14	166	-14	166
Cc1ccc(-c2nn(-c3cc(Cl)ccc3[N+](=O)[O-])c(=O)c3ccccc23)cc1 reads nt	nt	nt	-3%	3%	2	195	-2	195

From PubChem BioAssay
